ALOX12 inh – ALOX12 (human) lipoxygenase inhibition | 1.1% of 580,000 active | Potency, µM (titrated, usually from 108 µM), inactives show at the top dose activity change, negative = inhibition, usual class: inhibitors | P18054 | purified 12hLO, xylenol orange hydroperoxide absorbance; also: % is scaled to controls: 0 for no effect and ±100 for the full control effect
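Purified human 12hLO (150 nM final) in 25 mM Hepes, 0.01% Triton X-100, pH 7.0 was preincubated 15 min at room temperature with compound. Then 40 uM arachidonic acid was added, 30 min. Hydroperoxide was read by Fe-XO absorbance ratio 573/405 nm.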
mIDH1 inhibitor – inhibitors of human mutant IDH1 R132H. O75874. IDH1-R132H enzyme, NADPH consumption, diaphorase/resazurin fluorescence. Potency, µM (series often up to 76.6 µM), for the others: top-dose activity change, negative = inhibition, actives largely listed as inhibitors. 0.093% of 390,000 active. AID 602179; also: % is scaled to controls: 0 for no effect and ±100 for the full control effect; nearly all actives have a fitted effect of over 65% in size
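IDH1-R132H (0.5 ug/mL dispensed) in pH 7.5 Tris buffer was preincubated 30 min with compound, then given a substrate mix of 0.016 mM NADPH and 2 mM alpha-KG for 80 min at room temperature; remaining NADPH was read by diaphorase/resazurin fluorescence.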
TrxR1 substrate – rat thioredoxin reductase 1 substrate activity | O89049 | purified TrxR1 substrate turnover, NADPH consumption readout | 0.01% of 390,000 active | Potency, µM (highest dose often 114 µM), for inactives: at the top dose activity change, negative = substrate turnover; also: % is scaled to controls: 0 for no effect and ±100 for the full control effect; nearly all actives have a fitted effect of over 50% in size
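Rat TrxR1, dispensed at 90 nM, was prereduced with 400 uM NADPH (final) for 5 min at ~22 deg C, then incubated with compound 15 min before 400 uM selenite. A first-read NADPH fluorescence drop versus no-compound background flagged substrates.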
USP1-UAF1 inh – inhibitors of human USP1/UAF1 deubiquitinase; O94782; recombinant USP1/UAF1, Ub-Rhodamine cleavage fluorescence; Potency, µM (highest dose often 57.1 µM), for the others: top-dose activity change, negative = inhibition, hits mostly inhibitors; 0.23% of 390,000 active; AID 743255; also: % is scaled to controls: 0 for no effect and ±100 for the full control effect; nearly all actives have a fitted effect of over 60% in size; inactives centre near -12
Target sequence (O94782 whole entry, looked up): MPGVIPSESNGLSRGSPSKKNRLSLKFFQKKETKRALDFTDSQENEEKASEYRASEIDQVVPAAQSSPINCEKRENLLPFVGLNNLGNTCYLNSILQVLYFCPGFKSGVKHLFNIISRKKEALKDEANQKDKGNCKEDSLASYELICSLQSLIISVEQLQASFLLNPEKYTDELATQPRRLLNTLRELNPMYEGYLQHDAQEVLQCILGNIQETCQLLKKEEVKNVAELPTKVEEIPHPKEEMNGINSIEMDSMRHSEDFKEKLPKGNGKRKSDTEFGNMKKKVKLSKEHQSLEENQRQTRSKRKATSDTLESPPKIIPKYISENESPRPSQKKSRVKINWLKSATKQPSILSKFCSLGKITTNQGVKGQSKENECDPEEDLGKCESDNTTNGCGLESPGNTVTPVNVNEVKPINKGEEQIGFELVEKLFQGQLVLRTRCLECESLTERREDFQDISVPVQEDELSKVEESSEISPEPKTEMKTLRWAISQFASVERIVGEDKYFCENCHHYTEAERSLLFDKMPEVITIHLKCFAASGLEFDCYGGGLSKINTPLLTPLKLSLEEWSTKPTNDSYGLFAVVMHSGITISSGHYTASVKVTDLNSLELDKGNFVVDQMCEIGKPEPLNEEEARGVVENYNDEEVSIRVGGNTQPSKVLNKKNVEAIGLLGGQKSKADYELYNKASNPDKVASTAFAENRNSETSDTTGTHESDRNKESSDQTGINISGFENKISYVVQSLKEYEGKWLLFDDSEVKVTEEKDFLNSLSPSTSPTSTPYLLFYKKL
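In this screen, compounds sit with the deubiquitinase complex (1nM) for 15 min at room temperature before Ub-Rho is added at 150nM final. Fluorescence rise is then followed for 6 reads every 60 seconds.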
TrxR1 inh – inhibitors of rat thioredoxin reductase 1; 1% of 390,000 active; Potency, µM (doses to about 114 µM), for inactives: top-dose activity change, negative = inhibition, usual class: inhibitors; recombinant rTrxR1, NADPH fluorescence consumption, selenite substrate; AID 588453; also: % is scaled to controls: 0 for no effect and ±100 for the full control effect; nearly all actives have a fitted effect of over 65% in size
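Rat TrxR1 (90 nM in the dispensed reagent) was pre-reduced with 400 uM NADPH for 5 min at room temperature, then incubated with compound for 15 min. After 400 uM selenite was added, NADPH fluorescence (Ex 340/Em 450 nm) was followed for 8 min.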
RXFP1 ag – activates the human relaxin receptor RXFP1. Q9HBX9. HEK293T-RXFP1 cAMP TR-FRET, 30 min; response scale: percent of porcine relaxin response, buffer zero. Potency, µM (highest dose often 57.5 µM), for inactives: top-dose activation, actives largely listed as activators. 0.3% of 370,000 active; also: % is scaled to controls: 0 for no effect and ±100 for the full control effect; nearly all actives have a fitted effect of over 60% in size; many of its hits are not listed in these tables
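HEK293 cells stably expressing RXFP1, treated 30 min at 37C with compounds plus PDE4 inhibitor Ro 20174; cAMP measured by HTRF TR-FRET. Normalized to buffer and 29 nM porcine relaxin; EC50 by Hill fit.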
Vif-APOBEC3F blk – Vif-A3F binding inhibition; HeLa A3F-eYFP + Vif (tagged APOBEC3F with the HIV-1 protein that degrades it), YFP fluorescence increase; Potency, µM (titrated, usually from 46.1 µM), without a hit: at the highest dose activity, negative = active; 0.2% of 390,000 active; AID 602313; also: % of control where 0% means no effect; nearly all actives have a fitted effect of over 65% in size
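HeLa cells stably expressing A3F-eYFP plus Vif, plated and incubated overnight at 37 deg C, then exposed to compounds overnight at 37 deg C. Blocked degradation read as raised yellow fluorescence (Ex 488/Em 500-530).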
Vif-APOBEC3G blk – inhibitors of Vif-APOBEC3G interaction; Q9HC16; HeLa A3G-eYFP + Vif (tagged APOBEC3G with the HIV-1 protein that degrades it), YFP fluorescence, overnight; Potency, µM (titrated, usually from 46.1 µM), inactives show at the top dose activity, negative = active, usual class: inhibitors; 0.076% of 410,000 active; AID 602310;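 also: % is scaled to controls: 0 for no effect and ±100 for the full control effect; nearly all actives have a fitted effect of over 60% in size; hits raise eYFP signal because A3G escapes Vif-driven loss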
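Read-out is eYFP fluorescence (Ex 488/Em 500-530) from Vif-expressing HeLa A3G-eYFP cells; more signal means A3G escaped Vif-mediated degradation. Cells plated overnight, compound pinned in, incubated overnight at 37 deg C.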
RGS4 inh – inhibitors of human regulator of G protein signaling 4. 0.039% of 390,000 active. P49798. Transcreener GDP fluorescence polarization, RGS4-accelerated GTP hydrolysis. Potency, µM (highest dose often 114 µM), without a hit: at the highest dose activity change, negative = inhibition, hits mostly inhibitors; also: % is scaled to controls: 0 for no effect and ±100 for the full control effect; nearly all actives have a fitted effect of over 75% in size; some results filed as inactive show a strong effect at the top dose
Target sequence (P49798 whole entry, looked up): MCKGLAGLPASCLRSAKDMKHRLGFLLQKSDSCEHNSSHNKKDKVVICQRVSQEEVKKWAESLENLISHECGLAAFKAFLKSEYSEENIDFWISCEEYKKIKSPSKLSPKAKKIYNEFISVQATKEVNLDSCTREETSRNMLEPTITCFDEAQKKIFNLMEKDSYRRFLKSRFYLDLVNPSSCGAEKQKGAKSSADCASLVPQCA
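MLSMR compounds (23 nl, pin-transferred) preincubated 10 min at room temperature with a 500nM (2x) first reagent, then RGS4 at 900nM (2x) plus Transcreener GDP mix added; fluorescence polarization (620/688 nm) read before and after 90 min at 30 °C.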
* = called active by the depositor; ? = inconclusive; . = no result given; + = active, no number; & = joins results of further samples; [ ] = another dose, or the depositor's remark. Calls follow the shape of the dose curve; as a rule, active = well fitted curve in the direction sought with a large enough effect; inconclusive = small, poorly fitted or top-dose-only effect, or another doubt; inactive = no such curve, though single readings can be large; an effect the other way counts as inactive or inconclusive. Potency is read from the fitted curve at half-maximal effect. Only part of the results is shown; count on the stated rates, not on these rows.

SMILES	ALOX12 inh	mIDH1 inhibitor	TrxR1 substrate	USP1-UAF1 inh	TrxR1 inh	RXFP1 ag	Vif-APOBEC3F blk	Vif-APOBEC3G blk	RGS4 inh
CCCC(=O)OCCNc1cc(Sc2nc3ccccc3[nH]2)c2nonc2c1[N+](=O)[O-]	?	8%	-4%	-9%	1µM*	1.9%	-3%	?	?
CCOc1ncccc1C(=O)OCC(=O)Nc1cc(C)ccc1C	0%	6%	4%	-11%	7%	0.7%	-1%	-5%	-10%
Cn1c2ccccc2c2cnn(CC(=O)Nc3ccc(Cl)cc3)c(=O)c21	-24%	1%	10%	-15%	50%[activator]	4.3%	-7%	0%	7%
Cc1ccc(CN2CCNC(=O)C2CC(=O)O)cc1 (stereo not given)	-4%&-3%	-7%	2%	-26%	?	-0.2%	1%	-1%	-22%
Cc1ccccc1C(=O)Nc1ccc2nc(SCC(=O)N(C)c3ccccc3)sc2c1	-2%	1%	2%	-17%	19%	2.2%	-7%	-11%	2%
Cc1ccc(CNC(=O)CCCC(=O)c2ccccc2)cc1	11%	-11%	-4%	-9%	10%	3.4%	1%	-1%	7%
O=C(Cn1cc(S(=O)(=O)c2ccccc2)c(=O)c2cc(Cl)ccc21)Nc1ccc2c(c1)OCO2	-25%	4%	4%	-18%	4%	3.2%	2%	-4%	-9%
O=C(c1cn(-c2ccccc2)nc1-c1cccs1)N1CCOCC1	0%	1%	-2%	1%	3%	2.7%	6%	1%	33%
COC(=O)c1ccc(C2C(C(C)=O)=C(C)Nc3ncnn32)cc1 (stereo not given)	-6%	-6%	-3%	-6%	13%	1.2%	-25%	-1%	16%
O=C(Nc1ccc(C(=O)O)cc1)/C(=C\C=C\c1ccccc1)NC(=O)c1ccc(Br)cc1	?	-8%	-6%	+	1%	-2.7%	14%	-9%	-8%
CC1CCCN(C(=O)COc2ccc(Nc3ccccc3)cc2)C1 (stereo not given)	-9%	6%	-18%[57.1 µM]	-23%	17%[57.1 µM]	-1.6%	-1%	0%	-14%
CC1CCN(C(=S)c2ccc3c(c2)OCO3)CC1	-17%	9%	11%	-15%	12%	1.3%	-8%	-1%	7%
OC1CCN(Cc2cccc(Oc3ccccc3)c2)CC1	-16%	4%	2%	-2%	19%	1.1%	3%	1%	-30%
OCC[C@H]1NCc2cc(CO)cc(-c3ccccc3)c21	-7%	-6%	4%	-16%	16%	.	0%	0%	6%
Brc1ccc(-c2noc3c2-c2nc(C4CCCCC4)sc2CC3)cc1	-7%	-2%	17%[57.1 µM]	20%	36%[57.1 µM]	.	7%	3%	-3%
O=C1NC(=O)C2(CCCCCCCCCCC2)N1	-9%	1%	0%	-17%	8%	4.0%	?	-1%	-24%
O=C(CSc1cccc[n+]1[O-])C12CC3CC(CC(C3)C1)C2	-6%	0%	6%[57.1 µM]	-1%	27%[57.1 µM]	0.8%	?	-3%	-17%
Cc1nc(Nc2nc3ccccc3o2)nc(C)c1C(=O)Nc1ccc(F)cc1	-6%&-5%	-6%	5%	-25%	19%	-0.4%	1%	-3%	1%
COc1ccc(OCCn2c(CCNC(=O)C3CCCCC3)nc3ccccc32)cc1	.	.	-1%	.	-1%	.	.	1%	-13%
Cc1c(C(=O)O)oc2c1C(O)CCC2 (stereo not given)	-11%	4%	12%	-17%	17%	-0.8%	1%	1%	21%
Cc1oc(-c2ccccc2)nc1CNC(=O)Nc1ccccc1	39%&-19%[activator]	1%	2%[57.1 µM]	-8%	1%[57.1 µM]	1.3%	-3%	1%	15%
CCCCN(C(=O)Nc1ccc(Cl)cc1)C1CCN(C(C)=O)CC1	-4%&-5%	12%&3%	-3%[57.1 µM]	-12%&-12%	-2%[57.1 µM]	-2.1%&0.1%	3%&-6%	2%&1%	-13%&-28%
COc1ccc(C(=O)Oc2cccc3cccnc23)cc1[N+](=O)[O-]	?	12%	-3%[57.1 µM]	-3%	10%[57.1 µM]	0.4%	6%	?	-10%
O=C(c1ccc2c(c1)OCO2)N(c1ccc(Br)cc1)C1C=CS(=O)(=O)C1 (stereo not given)	-8%	5%	-10%	-15%	-10%	-0.3%	7%	-4%	29%
CC1CCN(C(=O)CSc2nnc(-c3ccccc3Cl)o2)CC1	-28%	0%	-2%	-15%	4%	2.2%	5%	4%	-12%

Marked active in USP1-UAF1 inh (from the list above):
Structure	ALOX12 inh	mIDH1 inhibitor	TrxR1 substrate	USP1-UAF1 inh	TrxR1 inh	Vif-APOBEC3F blk	Vif-APOBEC3G blk	RGS4 inh
O=C(Nc1ccc(C(=O)O)cc1)/C(=C\C=C\c1ccccc1)NC(=O)c1ccc(Br)cc1	?	-8%	-6%	+	1%	14%	-9%	-8%

Arranged by the number under USP1-UAF1 inh (lowest first): 3 from the list above
| SMILES | USP1-UAF1 inh |
| --- | --- |
| Cc1c(C(=O)O)oc2c1C(O)CCC2 (stereo not given) | -17% |
| Cc1oc(-c2ccccc2)nc1CNC(=O)Nc1ccccc1 | -8% |
| O=C(CSc1cccc[n+]1[O-])C12CC3CC(CC(C3)C1)C2 | -1% |

The listing picks up with the two entries that preceded the break.
SMILES	ALOX12 inh	mIDH1 inhibitor	TrxR1 substrate	USP1-UAF1 inh	TrxR1 inh	RXFP1 ag	Vif-APOBEC3F blk	Vif-APOBEC3G blk	RGS4 inh
O=C(c1ccc2c(c1)OCO2)N(c1ccc(Br)cc1)C1C=CS(=O)(=O)C1 (stereo not given)	-8%	5%	-10%	-15%	-10%	-0.3%	7%	-4%	29%
CC1CCN(C(=O)CSc2nnc(-c3ccccc3Cl)o2)CC1	-28%	0%	-2%	-15%	4%	2.2%	5%	4%	-12%
Cc1cc(C)c(NC(=O)Cn2nnc(-c3nc(-c4ccncc4)no3)c2N)c(C)c1	2%	.	1%	-23%	20%	-0.7%	.	.	6%
O=C1CC(N2CCN(c3ccccn3)CC2)C(=O)N1c1ccc(F)cc1 (stereo not given)	8%	4%	5%[57.1 µM]	-8%	28%[57.1 µM]	-1.9%	10%	2%	-12%
COc1ccc(C(C(=O)NCC2CCCO2)N(C(=O)CNC(=O)c2ccco2)c2ccccc2)cc1OC (stereo not given)	6%	2%	4%[57.1 µM]	-7%	-7%[57.1 µM]	-3.6%	?	-2%	-11%
N#Cc1c2ccc(OCC(N)=O)cc2n2ccccc12	-9%	9%	29%	?	40%[activator]	6.2%	?	-17%	-9%
COCCN1C(=O)N(c2cccc(OC)c2)C(=O)C1CC(=O)Nc1cccc(F)c1 (stereo not given)	-1%	2%	8%	-20%	27%	1.4%	2%	-1%	21%
CCCOC(=S)Nc1ccccc1	80%[activator]	2%	-6%	-7%	-4%	-1.7%	-2%	0%	-21%
O=C1CCCN1Cc1ccccc1	3%	-6%	-3%	-22%	7%	-0.4%	1%	2%	12%
CCc1nc2cccnc2n1-c1ccc(CC(=O)NC(C)CC)cc1 (stereo not given)	116%[activator]	2%	7%	-20%	28%	2.9%	-4%	-5%	-3%
Cc1cc(C)cc(NC2=CC(=O)CC(c3ccco3)C2)c1 (stereo not given)	33%[activator]	0%	1%	-18%	4%	-2.6%	-16%	-19%	-18%
O=C(NCCCN1CCCCC1)c1[nH]c2ccccc2c1Sc1ccc(Cl)cc1	4%	-5%	15%	-25%	18%	-3.8%	1%	-22%	24%
CCN(CC)CCN(C(=O)c1ccco1)c1nc2ccc(Br)cc2s1	?	-10%	-10%	-1%	-3%	1.9%	-1%	0%	-7%
Cc1ccccc1CN1c2ccccc2-c2nc(SCC(=O)NCc3ccccc3)ncc2S1(=O)=O	?	-18%	5%[57.1 µM]	3%	10%[57.1 µM]	?	3%	-3%	-8%
COc1ccc2nc(N3CCCC(C(=O)NCCCN4C(C)CCCC4C)C3)sc2c1 (stereo not given)	?	3%	12%[0.0914 µM]	-24%	3%[57.1 µM]	0.9%	-1%	-2%	32%
COc1cc(NC(=O)C2C3C=CC(C3)C2C(=O)O)c(OC)cc1Cl (stereo not given)	?	0%	7%	-10%	6%	-0.9%	2%	1%	-7%
O=C(N/N=C/c1ccccc1)c1ccc(N2CCOCC2)c([N+](=O)[O-])c1	-14%	0%	7%	-18%	12%	-1.9%	-13%	-2%	-6%
CCNC(=S)N1CCc2cc(OC)c(OC)cc2C1COc1ccc(OC)cc1 (stereo not given)	-7%	-5%	-2%	-10%	-1%	-0.1%	-5%	-6%	15%
CCc1ccc(CNC(=O)COc2cc(=O)n(CC)c3ccccc23)cc1	-18%	18%	0%	?	5%	-0.5%	3%	-7%	-42%
Nc1cccnc1Sc1cc(Cl)c(Cl)cc1Cl	-23%	6%	-2%	-23%	9%	2.6%	-4%	0%	-20%
C/C(=N\NC(=O)c1ccccc1-n1cccc1)C1CC1	19%	-1%	-6%	3%	1%	0.9%	-20%	1%	-15%
CCOC(=O)c1coc(C(=O)OCC)c1C(=O)OCC	-21%	-4%	7%[57.1 µM]	-19%	4%[2.29 µM]	.	1%	-1%	9%
COc1ccc2nc(NC(=O)c3cnccn3)sc2c1	-21%	12%	2%	-5%	-2%	3.9%	2%	-1%	-15%
Cc1ccccc1C(=O)n1nc(-c2ccco2)nc1NCc1ccc(Cl)cc1	-26%	-5%	0%	?	19%	1.3%	-9%	4%	7%
O=c1c2ccccc2cnn1Cc1ccc(Br)cc1F	0%	0%	2%	-10%	23%	2.1%	4%	-5%	-38%
CCCCN(CC)CCCNC(=O)c1nn(C)c2c1CSc1ccccc1-2	-2%	-11%	-2%	-20%	8%	5.5%	-4%	5%	-3%

Bioassay records as filed in PubChem.
